# Diaph inh CS: counter-screen for diaphorase-based assays: diaphorase inhibitors and chemical oxidizers. 190,000 tested, 0.69% active. inhibition, % at 20 µM. diaphorase resazurin-to-resorufin fluorescence, NADH, 16 min; bacterial (C. kluyveri) enzyme, not human;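 active means primary screen inhibition at 20 µM above a set limit, cut at about 50% in these data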;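 further: plate controls were DMSO with full reaction for no effect and wells lacking NADH for full effect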
#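 System: Bacterial diaphorase enzyme (C. kluyveri) | Incubation: 16-min room-temperature incubation before reading | Benchmarks: No-NADH positive control and DMSO neutral control | Measured by: Resorufin fluorescence 544/590 nm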
# S1P3 antag: S1P3 (human) receptor antagonism | Q99500 | CHO S1P3 NFAT-BLA reporter, FRET fluorescence, antagonist mode | inhibition, % at 4.98 µM | 170,000 tested, 0.27% active | AID 485;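 active means inhibition above the plate cutoff, the mean inhibition of test wells on that plate plus 3 SD, cut at about 28% in these data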;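 further: cells challenged with S1P at its EC80 of 0.8 µM; blue over green emission ratio from cleaved BLA substrate after 4 h stimulation; 0% = S1P-stimulated wells and 100% = unstimulated DMSO-only wells; some compounds past the cut are filed as inactive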
# Target sequence (Q99500 whole entry, looked up): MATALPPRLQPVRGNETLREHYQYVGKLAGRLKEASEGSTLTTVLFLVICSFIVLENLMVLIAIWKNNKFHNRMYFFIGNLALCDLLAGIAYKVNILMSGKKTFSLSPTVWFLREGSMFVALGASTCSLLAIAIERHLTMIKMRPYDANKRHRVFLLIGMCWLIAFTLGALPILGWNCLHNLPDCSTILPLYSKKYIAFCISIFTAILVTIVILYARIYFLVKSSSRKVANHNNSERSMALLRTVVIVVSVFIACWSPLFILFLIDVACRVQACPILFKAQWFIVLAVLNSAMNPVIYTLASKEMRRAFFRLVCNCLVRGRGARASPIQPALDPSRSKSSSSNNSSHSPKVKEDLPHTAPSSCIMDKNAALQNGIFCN
# PMI act: activators of human phosphomannose isomerase. P34949. purified human PMI, coupled resazurin fluorescence, 20 min; stronger effect = higher value; 1 = vehicle control, 0 substrate-free wells. activation factor at 20 µM. 190,000 tested, 0.005% active;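 active means activation factor of 2 or more at 20 µM, relative to plate controls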
# PPARg SRC-1 ag: PPARgamma-driven SRC-1 recruitment agonism; PPARgamma-SRC-1 coactivator recruitment biochemical assay; activation, % at 8 µM; 200,000 tested, 0.41% active; in the data active means activation above about 19%;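 further: 0% = DMSO and 100% = reference agonist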
# SRC2 TRFRET art: TR-FRET artefact, counter-screen to PPARgamma/SRC-2 agonist assay; 200,000 tested, 0.4% active; stronger effect = higher value; TR-FRET ratio at 8 µM; in the data active means TR-FRET ratio above about 2000; further: inactives centre near 1500
# PPARg SRC-3 ag: promotes SRC-3 coactivator recruitment by human PPARgamma. P37231. biochemical PPARgamma/SRC-3 coactivator recruitment assay. activation, % at 8 µM. 200,000 tested, 0.26% active. AID 731; in the data active means activation above about 23%;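 further: 0% = DMSO and 100% = reference agonist; some compounds past the cut are filed as inactive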
# G6PDH counter: inhibits Leuconostoc G6PDH, flagging false hits in G6PDH-based assays; Purified L. mesenteroides G6PDH, diaphorase/resazurin coupled fluorescence, 45 min; inhibition, % at 5 µM; 200,000 tested, 0.12% active; in the data active means inhibition above about 50%
# ROMK mod: modulators of human ROMK potassium channel; P48048; AID 1918; 130,000 tested, 2% active; B-score at 10 µM; Tet-inducible ROMK, thallium flux fluorescence; actives lie on both sides;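 active means signal ratio slope over the read window, or its plate-corrected B-score, at least 3 SD from the plate mean, either direction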;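 further: B-score of the F/F0 ratio slope over 7 to 12 s after thallium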
# Target sequence (P48048 whole entry, looked up): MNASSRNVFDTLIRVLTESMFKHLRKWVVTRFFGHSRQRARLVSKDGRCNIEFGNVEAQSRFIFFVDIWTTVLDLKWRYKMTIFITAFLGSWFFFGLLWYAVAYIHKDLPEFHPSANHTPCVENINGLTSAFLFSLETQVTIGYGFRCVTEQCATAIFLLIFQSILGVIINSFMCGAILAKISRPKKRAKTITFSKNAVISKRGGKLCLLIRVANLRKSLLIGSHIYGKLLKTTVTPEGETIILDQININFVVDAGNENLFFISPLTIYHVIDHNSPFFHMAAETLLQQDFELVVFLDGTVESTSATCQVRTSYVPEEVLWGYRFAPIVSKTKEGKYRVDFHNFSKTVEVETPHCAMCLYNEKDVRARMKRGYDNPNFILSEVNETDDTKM
# PMI act hi M6P: PMI (human) activation, high substrate; P34949; activation factor at 20 µM; coupled PMI enzyme assay, resazurin fluorescence, 20 min; stronger effect = higher value; 1 = untreated enzyme, 0 = substrate-free blank; AID 1216; 190,000 tested, 0.34% active;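 active means activation factor of 2 or more at 20 µM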
#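 Material: human phosphomannose isomerase with PGI, G6PDH, diaphorase coupling enzymes / Reagent: Man-6-P substrate 1.0 mM / Dosing: single compound dose of 20 µM, 1% DMSO final / Incubation: enzyme reaction with compound 20 min at room temperature / Signal: resorufin fluorescence (Ex 544/Em 590 nm) from resazurin via diaphorase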
# PPARg SRC2 recr: PPARgamma-driven SRC-2 recruitment agonism; P37231; PPARgamma LBD-SRC-2 recruitment, biochemical; activation, % at 8 µM; 200,000 tested, 0.34% active; AID 1032; in the data active means activation above about 22%;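 further: 0% = vehicle and 100% = reference agonist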
# Diaphorase act: diaphorase activation or chemical reduction counter-screen. Diaphorase/resazurin coupled assay, resorufin fluorescence, 16 min; stronger effect = higher value; 1 = vehicle wells, 0 = NADH-free wells. activation factor at 20 µM. 190,000 tested, 0.005% active;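 active means diaphorase activity raised at least twofold by the compound at 20 µM; inactive means activation factor below 2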
#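 Material: Purified diaphorase enzyme from Clostridium kluyveri | Buffer or medium: 50 mM HEPES pH 7.4 with 4.542 mM MgCl2, 0.005% Tween 20 | Times: 16 min enzyme reaction, ambient temperature | Signal: Red resorufin fluorescence at 544/590 nm excitation/emission | Measure: Increased resorufin signal from activators or reducing compounds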
# * hit, by the source's call; · = not tested or not shown.
# Second line of a record: Diaph inh CS	S1P3 antag	PMI act	PPARg SRC-1 ag	SRC2 TRFRET art	PPARg SRC-3 ag	G6PDH counter	ROMK mod	PMI act hi M6P	PPARg SRC2 recr	Diaphorase act
- COC(=O)c1ccc(COn2c(=O)c(C)[n+]([O-])c3ccccc32)cc1
 : 7	·	1.1	2	1684	11	-4	·	1	5	0.9
- C=CCc1cc(Cl)ccc1OCCOCCN(C)C
 : 8	-11	0.9	-3	1403	-4	6	-1	0.9	1	0.9
- Cc1cc(OCCN2CCCC2)ccc1[N+](=O)[O-]
 : 17	4	1	4	1578	6	2	-0.071	1	11	0.8
- COc1cccc(NC(=S)NC(=O)c2c(Cl)c(C)nn2C)c1
 : 2	-1	1	31*	1514	5	-4	0.011	0.8	7	1
- COC(=O)CCNC(=O)c1ccc2[nH]c(C)c(C)c2c1
 : 5	11	1	6	1652	5	-1	-0.31	1.1	8	1
- O=C(c1ccc(-c2ccccc2)cc1)c1ccccc1C(=O)N1CCOCC1
 : 8	·	0.9	1	1284	1	8	-0.41	1	3	0.9
- Cc1cccc(-c2c3c(=O)n(C)c(=O)n(C)c3cn2C(C)C)c1
 : 6	16	1	2	1447	8	1	·	1	-5	0.9
- COCCNC(=O)c1sc2nc(-c3ccccc3)cn2c1C
 : 6	-12	1	6	1574	0	9	-0.27	1	5	0.9
- CCOC(=O)N(C)c1ccc(C(O)(C(F)(F)F)C(F)(F)F)cc1
 : 12	-2	0.9	0	1369	1	12	0.65	0.9	0	0.9
- CC(C)(C)C1=C(C#N)C(c2cc3c(cc2Br)OCO3)C(C#N)=C(N)O1 (stereo not given)
 : 44	6	0.8	·	·	·	8	·	0.6	·	0.6
- COc1ccc(CN(Cc2ccco2)S(=O)(=O)c2ccc(S(=O)(=O)N3CCCC3)cc2)cc1
 : 6	·	1.1	8	1593	-3	0	0.95	1	-5	0.9
- COc1cccc(C(=O)Nn2c(-c3cccs3)nc3ccccc3c2=O)c1OC
 : 21	-5	0.9	6	1511	1	8	0.076	0.8	8	0.8
- COc1ccc(N2CCN(CC(O)COCCOc3ccc(Br)cc3)CC2)cc1 (stereo not given)
 : 5	-7	1.3	9	1376	6	-2	-2.4*	1.2	2	1
- Cc1ccc2c(c1)c1c3n2CCN(C(=O)C2CC2)C3CCC1 (stereo not given)
 : 15	-15	1	2	1492	-12	-2	·	1	-9	0.8
- O=S(=O)(/N=C(/Nc1ccccc1)c1ccccc1O)c1ccccc1
 : 5	2	1.1	0	1449	-1	-5	0.15	1.1	-8	0.9
- CCN(CC)CCCN1C(=O)C(=O)/C(=C(/O)c2ccc3c(c2)CC(C)O3)C1c1cccnc1 (stereo not given)
 : 16	·	1	·	·	·	2	1.5	1	·	0.8
- Cc1c(N)cccc1-n1cccc1
 : 2	16	1.1	-8	1495	-2	3	-0.16	1	0	1
- CC(NC(=O)CNC(=O)OCc1ccccc1)C(=O)N1CC(O)CC1C(=O)OCc1ccccc1 (stereo not given)
 : 25	-12	0.8	3	1611	-5	6	0.39	0.8	-4	0.8
- Cc1cc(C)c[n+](-c2nc3ccccc3nc2[N-]S(=O)(=O)c2ccc(Cl)cc2)c1
 : 9	-5	0.9	-1	1521	0	24	·	1	5	0.9
- CCOC(=O)c1ccc(NC(=O)CCS(=O)(=O)c2ccc(Br)s2)cc1
 : 19	·	0.9	-2	1499	4	-7	0.15	1	6	0.8
- Cc1cc(C)n2ncc(C(=O)NCc3ccc(Cl)cc3)c2n1
 : 6	·	0.9	-7	1430	6	5	0.68	1	7	0.9
- Cc1cc(C)c(NC(=O)CN2CCN(C)CC2)c(C)c1
 : 15	79*	0.9	·	·	·	6	·	0.9	·	0.8
- CCc1ccccc1NC(=O)Cn1nnc(C(=O)NCc2cccs2)c1N
 : -3	13	1	-4	1715	2	-5	1.9	1	-3	1
- COc1cc(/C=N/NC(=O)c2ccccc2)ccc1OS(=O)(=O)c1ccccc1
 : 24	13	0.8	1	1694	1	6	-0.072	0.9	8	0.8
- COc1ccc2nc(Nc3nc(CSc4nnc(C)s4)cc(=O)[nH]3)nc(C)c2c1
 : 12	-12	0.9	10	1539	2	2	-0.024	0.9	13	0.9
- COc1ccc2c(c1)CC/C(=C\C=C\c1ccccc1)C2=O
 : 34	·	0.9	-2	1606	2	4	·	0.5	2	0.7
- CCOc1ccc(NC(=O)CC2C(=O)N(c3ccccc3)C(=O)N2Cc2ccco2)cc1 (stereo not given)
 : 3	16	1	2	1624	3	-6	0.2	1	3	1
- Cc1ccc(NC(=O)CN2C(=O)NC3(CCC(C)CC3)C2=O)c(Cl)c1 (stereo not given)
 : 3	-36	1	-3	1544	-7	7	·	1	-6	1
- COc1ccc(CCN2C(=O)NC(NS(=O)(=O)c3ccc(N)cc3)(C(F)(F)F)C2=O)cc1OC (stereo not given)
 : 8	2	1.1	-2	1551	-2	1	-0.56	1	-3	0.9
- Cc1ccc(NC(=O)c2ccc(F)c(S(=O)(=O)N3CCOCC3)c2)cc1F
 : 13	-10	1	-11	1503	-4	1	-1.4	1	-7	0.9
- CCCCOc1ccc(C(=O)N2CC(C)OC(C)C2)cc1 (stereo not given)
 : -6	·	0.9	3	1263	-12	10	-0.6	1.1	-5	1.1
- Cc1cccc(C)c1NC(=O)CSc1nnc(-c2ccoc2C)n1C
 : 16	-5	1	5	1771	2	4	·	1	1	0.8
- Cc1cc(F)ccc1NCc1cccnc1
 : 4	·	1	-3	1589	6	-1	·	1	5	1
- O=C(Cc1ccc([N+](=O)[O-])cc1)N1CCCCCC1
 : -6	-3	1.1	-12	1664	-1	1	-0.94	1.1	1	1.1
- CC(C)(C)SCCNC(=O)/C=C/c1ccc([N+](=O)[O-])cc1
 : -1	-1	1.1	3	1506	7	4	·	1	12	1
- COc1cc(C=Nc2cccc([N+](=O)[O-])c2C)ccc1OC(C)=O
 : 17	1	0.9	1	1630	-2	4	-0.76	0.9	0	0.8
- COc1cc(/C=N/NC(=O)c2cnccn2)cc(OC)c1OC
 : 9	8	0.9	17	1657	2	-1	·	1	0	0.9
- COc1ccc(C2C=C(C34CC5CC(CC(C5)C3)C4)NC(=S)N2)cc1OC (stereo not given)
 : 28	-6	0.8	1	1406	-5	-17	·	0.9	4	0.7
- O=C(COC(=O)CCSc1ccccc1Cl)NCc1ccco1
 : 17	-2	0.9	-9	1533	-4	-5	·	1	1	0.8
- O=C1c2cccc(OCC(=O)N3CCCc4ccccc43)c2CCN1Cc1ccccc1
 : 17	-3	0.8	24*	1628	-3	17	·	0.9	1	0.8
- O=c1c2cc3ccccc3n2cnn1Cc1ccccc1F
 : 4	-5	1	-4	1389	0	3	·	1	0	1
- CC(=O)CCCCn1cnc2c1c(=O)n(C)c(=O)n2C
 : -12	-32	1	2	1495	1	8	·	1	8	1.1
- COC(=O)c1cccc(S(=O)(=O)N2CCN(c3nc4ccccc4s3)CC2)c1
 : 14	19	0.8	-6	1375	-1	-24	·	0.8	-8	0.9
- CCc1c(C(C)S(=O)(=O)c2ccccc2)[nH]c(=O)n1CC (stereo not given)
 : 2	-14	1.4	7	1414	6	3	0.092	0.8	0	1
- Cc1ccccc1NC(=S)N(CCN(C)C)C(C)c1ccccn1 (stereo not given)
 : -5	·	1.2	3	1536	4	5	-0.54	1.1	8	1
- Cc1cccc(N2C(=O)CC(N3CCN(Cc4ccc(Cl)cc4)CC3)C2=O)c1 (stereo not given)
 : 7	·	1	5	1575	2	0	-0.76	1	2	0.9
- Cc1ccc(-c2cn3cccc(C)c3n2)cc1
 : -3	-1	1.1	9	1636	6	14	-0.65	1.1	4	1
- O=P(c1ccc2c(c1)OCCO2)(N1CCOCC1)N1CCOCC1
 : 20	-29	0.9	-1	1576	5	10	·	0.8	7	0.8
- COc1ccc(CC(=S)N2CCOCC2)cc1OC
 : 5	·	1	2	1456	-6	4	0.18	1.1	3	0.9
- COc1ccc(-c2cc3nc(-c4ccccc4)cc(N4CCC5(CC4)OCCO5)n3n2)cc1
 : 28	54*	1	6	1812	15	2	-0.41	1	9	0.7
- CCCCCOC(=O)C1=C(C)NC(=O)NC1c1ccccc1OCC (stereo not given)
 : 28	-18	0.9	3	1514	-5	-1	·	0.8	0	0.7
- COC(=O)c1sc(S(=O)(=O)NCC(=O)O)c(C(=O)OC)c1C
 : 15	-7	1	-4	1542	-1	13	-0.027	0.9	2	0.8
- Cc1cccc(C(=O)Nc2sc3c(c2C#N)CCCCC3)c1
 : 9	·	1	0	1460	-9	0	·	0.9	-2	0.9
- CCOC(=O)C1CCN(C(=O)CSc2ccccc2)CC1
 : 8	2	0.9	6	1561	3	7	·	1	2	0.9
- CC1CCCC/C1=N\NC(=S)Nc1cccnc1 (stereo not given)
 : 14	2	1.7	6	1518	-1	3	0.22	1.9	-1	0.9
- CC(C)NC(=O)NC(=O)COC(=O)Cc1ccsc1
 : 21	·	0.9	-4	1546	-9	14	·	0.9	1	0.8
- O=C(NCCNc1ccc(Cl)cc1[N+](=O)[O-])c1cccnc1
 : 3	-11	1	5	1934	-1	31	1.1	1	7	1
- COc1ccccc1-n1c(SCC(=O)NC(C)(C)C)nc(O)cc1=O
 : 13	-29	1	6	1559	4	6	·	1	6	0.9
- O=C(CN(Cc1ccco1)C(=O)CNS(=O)(=O)c1ccccc1)NCc1ccccc1
 : 17	2	0.9	-10	1387	-4	5	·	0.9	-7	0.8
- COc1nc(N(c2ccccc2)c2ccccc2)nc(-n2ccnc2)n1
 : -14	-10	1.1	1	1545	9	5	·	1.1	3	1.1
- C=CCn1c(SCC2=C(C(=O)OCC)C(C)NC(=O)N2)nnc1C1CCCCC1 (stereo not given)
 : 10	14	0.8	10	1437	-12	3	·	0.9	6	0.9

# One compound at a time, from the list above. Values in the order: Diaph inh CS, S1P3 antag, PMI act, PPARg SRC-1 ag, SRC2 TRFRET art, PPARg SRC-3 ag, G6PDH counter, ROMK mod, PMI act hi M6P, PPARg SRC2 recr, Diaphorase act
# `CC1CCCC/C1=N\NC(=S)Nc1cccnc1` (stereo not given) is listed as 14, 2, 1.7, 6, 1518, -1, 3, 0.22, 1.9, -1, 0.9
# `C=CCn1c(SCC2=C(C(=O)OCC)C(C)NC(=O)N2)nnc1C1CCCCC1` (stereo not given) is listed as 10, 14, 0.8, 10, 1437, -12, 3, ·, 0.9, 6, 0.9

# Records listed above that bear a hit mark in S1P3 antag.
Structure,S1P3 antag,PMI act,PPARg SRC-1 ag,PPARg SRC-3 ag,ROMK mod,PMI act hi M6P,PPARg SRC2 recr
Cc1cc(C)c(NC(=O)CN2CCN(C)CC2)c(C)c1,79*,0.9,·,·,·,0.9,·
COc1ccc(-c2cc3nc(-c4ccccc4)cc(N4CCC5(CC4)OCCO5)n3n2)cc1,54*,1,6,15,-0.41,1,9

# High-throughput results from PubChem BioAssay.
